# RGS4 inh: blocks human RGS4-accelerated GTP hydrolysis | Potency, µM (top dose mostly 114 µM), for inactives: top-dose activity change, negative = inhibition, usual class: inhibitors | Transcreener GDP fluorescence polarization, RGS4-accelerated GTP hydrolysis | P49798 | actives 0.039% (n = 390,000); note: potency is the fitted concentration of half-maximal effect; % is set by controls: 0 for no effect and ±100 for the full control effect; nearly all actives have a fitted effect of over 75% in size; some results filed as inactive show a strong effect at the top dose
# Target sequence (P49798 whole entry, looked up): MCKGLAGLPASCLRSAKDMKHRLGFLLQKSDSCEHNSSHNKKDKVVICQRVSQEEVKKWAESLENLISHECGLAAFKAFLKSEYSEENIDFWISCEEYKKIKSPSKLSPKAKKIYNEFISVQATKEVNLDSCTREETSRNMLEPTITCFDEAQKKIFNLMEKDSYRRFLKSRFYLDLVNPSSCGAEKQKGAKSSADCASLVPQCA
#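 MLSMR compounds (23 nl, pin-transferred) preincubated 10 min at room temperature with a 500nM (2x) first reagent, then RGS4 at 900nM (2x) plus Transcreener GDP mix added; fluorescence polarization (620/688 nm) read before and after 90 min at 30 °C.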
# ERG-DNA inh: ERG Ets/DNA interaction inhibition; Potency, µM (doses to about 76.9 µM), for inactives: at the top dose FP activity, negative = inhibition, hits mostly inhibitors; AID 624246; P11308; actives 0.028% (n = 370,000); fluorescence polarization, His-ERG Ets domain / labelled DNA; active = well fitted inhibition curve with a large enough effect in the polarisation, with a control signal flat; inconclusive = small, poorly fitted or top-dose-only effect, or effect the other way, or a change in a side signal; inactive = no such curve, though single readings can be large or run the other way; the % refers to the polarisation;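 note: polarization taken with two DNA probes labelled with fluorescein and Texas red; potency is the fitted concentration of half-maximal effect; % of control where 0% means no effect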
#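 His-tagged ERG Ets domain (1 uM in the protein solution; 300mM KCl, 50mM Tris-HCl, 1mM EDTA, 1mM DTT, pH 7.5) received compound, then a probe mix of 5 nM fluorescein-DNA and 100nM Texas-615-DNA. Fluorescence polarization was read for both dyes.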
# BAZ2B block: BAZ2B (human) inhibition. AlphaScreen BAZ2B-H3K14Ac peptide displacement. AID 504333. actives 4.4% (n = 360,000). Potency, µM (top dose mostly 114 µM), for inactives: at the highest dose activity change, negative = inhibition, usual class: inhibitors. Q9UIF8; note: potency is the fitted concentration of half-maximal effect; % is set by controls: 0 for no effect and ±100 for the full control effect; nearly all actives have a fitted effect of over 60% in size
#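 BAZ2B 50 nM plus b-H3(5-23)K14Ac 50 nM, PBS pH 7.4/0.01% Tween-20, 30 min RT; compound added (max 110 uM), 30 min RT; streptavidin donor/Ni-chelate acceptor beads 10 ug/mL final, 20 min dark; AlphaScreen read.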
# PI4K2A block: PI4K2A (human) kinase inhibition | purified PI4K2A, ADP-Glo luminescence, 1 h; stronger effect = lower value | actives 0.13% (n = 420,000) | activity change, negative = inhibition, % at 76.9 µM | Q9BTU6; in the data active = activity change below about -50%; inconclusive = mostly about -30% to -49%;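 note: -100% = wells without enzyme as full effect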
#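 In this quantitative HTS, ADP production by PI4K2A was quantified luminescently after 1 h at ambient temperature; 100 microM adenosine served as plate-quality control.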
# HP1b chromo inh: inhibitors of HP1-beta chromodomain binding to methylated histone tails. P83916. AlphaScreen HP1-beta / biotin-H3K9me3 peptide binding. Potency, µM (top dose mostly 114 µM), inactives show at the top dose activity change, negative = inhibition, most hits filed as inhibitors. actives 0.56% (n = 390,000); note: potency is the fitted concentration of half-maximal effect; nearly all actives have a fitted effect of over 70% in size; inactives centre near 23
# Target sequence (P83916 whole entry, looked up): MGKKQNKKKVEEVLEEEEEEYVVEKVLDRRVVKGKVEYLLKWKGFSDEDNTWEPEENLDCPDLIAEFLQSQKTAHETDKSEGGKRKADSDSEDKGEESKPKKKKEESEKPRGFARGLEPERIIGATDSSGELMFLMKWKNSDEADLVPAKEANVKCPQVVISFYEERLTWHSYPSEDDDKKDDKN
#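 HP1-beta protein (50 nM final) preincubated 30 min at room temperature with biotinylated H3(1-18)K9me3 peptide (50 nM) in PBS pH 7.4, 0.01% Tween-20, then compound added for 30 min. AlphaScreen streptavidin donor/nickel chelate acceptor beads (10 ug/mL final), 30 min dark, luminescence read.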
# 12-LOX inh: ALOX12 (human) lipoxygenase inhibition; P18054; purified 12hLO, xylenol orange hydroperoxide absorbance; Potency, µM (top dose mostly 108 µM), for inactives: at the top dose activity change, negative = inhibition, hits mostly inhibitors; actives 1.1% (n = 580,000); AID 1671190; note: potency is the fitted concentration of half-maximal effect; % is set by controls: 0 for no effect and ±100 for the full control effect
#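 Purified human 12hLO at 150 nM in 25 mM Hepes, 0.01% Triton X-100, pH 7.0, preincubated 15 min at room temperature with compound. Reaction started with 40 uM arachidonic acid, 30 min at room temperature. Hydroperoxide measured by Fe-xylenol orange, 573/405 nm absorbance ratio.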
# JMJD2A Tudor inh: JMJD2A Tudor domain (human) inhibition; Potency, µM (top dose mostly 114 µM), for inactives: at the highest dose activity change, negative = inhibition, hits mostly inhibitors; AlphaScreen JMJD2A-Tudor / H3K4me3 peptide binding; actives 4.4% (n = 390,000); AID 504339; O75164; note: potency is the fitted concentration of half-maximal effect; % is set by controls: 0 for no effect and ±100 for the full control effect; nearly all actives have a fitted effect of over 50% in size
# GLS inh: glutaminase GLS (human) inhibition; O94925; GLS enzymatic activity, qHTS titration; Potency, µM (series often up to 45.5 µM), without a hit: at the highest dose activity change, negative = inhibition, actives largely listed as inhibitors; AID 624170; actives 0.21% (n = 410,000); note: potency is the fitted concentration of half-maximal effect; % is set by controls: 0 for no effect and ±100 for the full control effect
# Target sequence (O94925 whole entry, looked up): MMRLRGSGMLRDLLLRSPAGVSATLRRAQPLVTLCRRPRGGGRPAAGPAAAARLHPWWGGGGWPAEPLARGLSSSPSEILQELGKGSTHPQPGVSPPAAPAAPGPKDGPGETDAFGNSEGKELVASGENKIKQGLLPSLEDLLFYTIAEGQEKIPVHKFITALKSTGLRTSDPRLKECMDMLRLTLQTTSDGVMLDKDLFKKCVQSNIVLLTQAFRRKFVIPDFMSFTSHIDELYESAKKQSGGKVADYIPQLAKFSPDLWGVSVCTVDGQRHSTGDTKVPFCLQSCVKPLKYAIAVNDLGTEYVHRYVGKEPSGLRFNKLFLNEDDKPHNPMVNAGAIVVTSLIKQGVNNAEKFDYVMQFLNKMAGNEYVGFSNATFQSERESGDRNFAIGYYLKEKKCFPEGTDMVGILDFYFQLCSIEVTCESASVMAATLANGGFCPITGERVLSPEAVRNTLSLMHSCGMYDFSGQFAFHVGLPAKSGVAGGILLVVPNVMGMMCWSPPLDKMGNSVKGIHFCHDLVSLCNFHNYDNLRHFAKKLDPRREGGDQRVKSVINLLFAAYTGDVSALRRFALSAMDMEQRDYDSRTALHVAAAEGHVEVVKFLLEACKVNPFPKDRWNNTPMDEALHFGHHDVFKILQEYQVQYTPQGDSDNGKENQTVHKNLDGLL
#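 Two-point fluorescence kinetic (t0, 30 min RT) for hKGA; glutamate detected via glutamate oxidase–HRP–Amplex Red. Substrate: 1 mM L-glutamine solution; buffer 45 mM KH2PO4, pH 8.2.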
# G9a block: G9a (human) methyltransferase inhibition; Q96KQ7; G9a H3K9 monomethylation, AlphaScreen, 2 h; Potency, µM (titrated, usually from 102 µM), inactives show top-dose activity, negative = inhibition, actives largely listed as inhibitors; actives 8.8% (n = 350,000); note: potency is the fitted concentration of half-maximal effect; % is set by controls: 0 for no effect and ±100 for the full control effect; nearly all actives have a fitted effect of over 75% in size
#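 Enzyme 20 nM + cpd, 15 min RT; add b-H3K9 pep 500 nM / SAM 20 uM; 2 h RT; anti-H3K9me1 Ab 0.5 ug/mL + SA donor / anti-rabbit acceptor beads 20 ug/mL each, 10 min; AlphaScreen read.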
# * hit, by the source's call; ? = inconclusive; . = no result given; & = joins results of further samples; [ ] = remark or other dose. Unless noted, calls come from the whole dose curve; as a rule, active = well fitted curve in the direction sought with a large enough effect; inconclusive = small, poorly fitted or top-dose-only effect, or another doubt; inactive = no such curve, though single readings can be large; an effect the other way counts as inactive or inconclusive. A portion of the library; count on the stated rates, not on these rows.
RGS4 inh,ERG-DNA inh,BAZ2B block,structure,PI4K2A block,HP1b chromo inh,12-LOX inh,JMJD2A Tudor inh,GLS inh,G9a block
-47%,3%,?,C#CCOCCOCCOCCNc1nc(N2CCN(C(=O)[C@H](CCCCN)n3cc(CCCC)nn3)CC2)nc(N2CCN(C(=O)[C@H](Cc3ccc(O)cc3)n3cc(CCO)nn3)CC2)n1,-10,-19%,.,79µM*,12%,40µM*
7%,4%,-3%,COc1ccc(C2CC(=O)c3c([nH]c(C(=O)OCCOc4ccccc4)c3C)C2)cc1OC (stereo unspecified),0,7%,1%,-21%,0%,-24%[59 µM]
11%,7%,-2%,COc1ccccc1C(=O)Nc1ccc(C(=O)c2ccccc2)cc1,-4,50%[activator],4%,-5%,-3%,28%
-28%,11%,?,COc1ccc(-c2nn(-c3ccccc3)cc2/C=C/C(=O)NCCCn2ccnc2)cc1OC,10,-35%,4%,?,5%,?
-27%,-9%,71µM*,C#CCN(Cc1ccco1)C(=O)c1cc(COc2ccc(F)cc2Cl)on1,1,63%[activator],-15%,-13%[11.4 µM],-1%,.
-6%,6%,3%,CCc1c(C)nc(SCC(=O)c2cccs2)c(C#N)c1C,-2,30%,22%,-4%,8%,2%
-10%,-1%,5%,CCOC(=O)Cc1csc(NC(=O)CSc2nnc(C3CC3)n2C)n1,-3,25%,?,-10%,4%,-1%[59 µM]
-3%,-7%,.,Cc1cc(NC(=O)CSc2cc(C)c3ccccc3n2)no1,6,30%,-29%,-20%,-10%,.
25%[56.9 µM],-3%,-16%,COc1ccccc1CC(NC(C)=O)C(=O)NC1CCN(C(=O)Nc2ccccc2Cl)CC1 (stereo unspecified),-7,46%[activator],117%[activator],-16%,-9%,-1%
-5%,-1%,35µM*,COc1ccc(N2CCN(CCCNC(=O)Nc3ccccc3Cl)CC2)cc1,4,?,-24%,?,45%[activator],?
-9%,7%,-6%,CCOc1ccc2nc(NC(=O)Nc3cccs3)sc2c1,-3,8%,?,?,2%,45µM*
-10%,0%,-3%,O=C(Cn1cnc2ccccc2c1=O)c1ccc(Cl)cc1,-6,31%,-12%,1%,3%,3%
-17%,3%,-6%,CC(=O)NCCCc1nc2ccccc2n1Cc1c(F)cccc1Cl,7,35%,14%,6%,-8%,.
-20%,11%,3%[57.1 µM],O=C(Cn1nnc2sc3c(c2c1=O)CCCC3)Nc1ccc(F)c(Cl)c1,-1,28%,3%,-29%,-7%,8%[59 µM]
-12%,6%,.,Nc1ccc(S(=O)(=O)NN=Cc2ccccc2[N+](=O)[O-])cc1,-2,42%[activator],?,-13%,5%,.

# Arranged by the number under GLS inh (rising): 3 of the compounds above.
RGS4 inh,ERG-DNA inh,BAZ2B block,structure,PI4K2A block,HP1b chromo inh,12-LOX inh,JMJD2A Tudor inh,GLS inh,G9a block
-3%,-7%,.,Cc1cc(NC(=O)CSc2cc(C)c3ccccc3n2)no1,6,30%,-29%,-20%,-10%,.
-27%,-9%,71µM*,C#CCN(Cc1ccco1)C(=O)c1cc(COc2ccc(F)cc2Cl)on1,1,63%[activator],-15%,-13%[11.4 µM],-1%,.
-10%,-1%,5%,CCOC(=O)Cc1csc(NC(=O)CSc2nnc(C3CC3)n2C)n1,-3,25%,?,-10%,4%,-1%[59 µM]

# (cont.)
RGS4 inh,ERG-DNA inh,BAZ2B block,structure,PI4K2A block,HP1b chromo inh,12-LOX inh,JMJD2A Tudor inh,GLS inh,G9a block
18%,0%,2%,O=C(NCc1ccc(Cl)cc1)C1CCC(=O)N(C2CCCCCC2)C1 (stereo unspecified),4,14%,-8%,-8%,14%,.
-41%,-4%,2%,CCOc1ccccc1NC(=O)c1c(NCc2ccc(C)o2)sc2c1CCC(C)C2 (stereo unspecified),-5,37%,-18%,-7%,12%,-45%[59 µM]
-16%,5%,-35%,CC(=O)Nc1ccc(NC(=O)CSC2=NS(=O)(=O)c3ccccc3N2)cc1,-1,13%,-31%,-1%,8%,?
8%,-4%,1%,O=C(CCc1nnc(COc2ccccc2)o1)NCCc1cccs1,1,30%,-1%,-21%,2%,.
13%[11.4 µM],-2%,12%,O=C(C1CCCCC1)N1CCN(c2ccccc2F)CC1,6,36%,-7%,-9%[57.1 µM],3%,-5%[12.7 µM]
-43%,-8%,45µM*,O=C(O)c1cccc(NC(=S)N/N=C/c2ccccc2OCc2cccc(Br)c2)c1,-7,?,28µM*,50µM*,26%,45µM*
-20%,-2%,-20%,CN1CCN(C(=O)c2cc3ccccc3oc2=O)CC1,1,42%[activator],-23%,-3%,2%,-12%[59 µM]
2%,5%,-9%,COc1cc(SC)ccc1C(=O)Nc1cc(C)c(OCC(=O)N2CCOCC2)c(C)c1,0,14%,14%,-15%,7%,.
-22%,1%,-30%,CC(Sc1nc2c([nH]c3ccccc32)c(=O)n1-c1ccccc1)c1ccccc1 (stereo unspecified),-2,6%[57 µM],?,?,7%,-28%[59 µM]
28%,2%,3%,NC(=O)[C@@H]1CCCN1Cc1nc(-c2cccs2)no1,2,27%,-6%,-8%,2%,13%
-28%,1%,-8%,COC(=O)C1=C(C)NC(=O)NC1c1cn(-c2ccccc2)nc1-c1ccc(OC)c(Cl)c1 (stereo unspecified),-1,-14%,2%,-30%,4%,-10%[59 µM]
4%,9%,2%,COc1ccc(N2CCN(Cc3nc4c(c(=O)n(C)c(=O)n4C)n3C(C)C)CC2)cc1,2,21%,-12%,-11%,-2%,-26%[59 µM]
?,4%,-2%,CCOc1cc(C(=S)N2CCCC2)ccc1OCC(=O)Nc1c(C)cc(C)cc1C,-10,45%[activator],163%[activator],-8%,-9%,17%[59 µM]
9%,0%,-5%,Cc1cccc(OCC(=O)NCC2(N3CCN(C)CC3)CCCCC2)c1C,-6,28%,-21%,-17%,5%,-41%[59 µM]
-35%,-1%,.,CC[C@]12c3[nH]c4cc(-c5ccco5)ccc4c3CCN1C(=O)[C@@H](CC(=O)NCc1cccc(C(F)(F)F)c1)C[C@@H]2C(=O)N1CCN(C(=O)c2ccco2)CC1,-2,0%,?,-28%,6%,.

# Further compounds
RGS4 inh,ERG-DNA inh,BAZ2B block,structure,PI4K2A block,HP1b chromo inh,12-LOX inh,JMJD2A Tudor inh,GLS inh,G9a block
-19%,-3%,-16%,OCC1(Cc2cccc(C(F)(F)F)c2)CCN(Cc2cc3ccccc3o2)CC1,2,14%,?,-19%,0%,?
8%,-7%,-8%,Cc1ccc(OCc2ccc([N+](=O)[O-])cc2)c([N+](=O)[O-])n1,1,8%,1%,?,-13%,39%
-11%,-7%,6%,O=C(Nc1ccc(F)c(F)c1)c1cc(S(=O)(=O)NC2CCCCCC2)ccc1F,8,45%[activator],?,-15%,1%,-13%[59 µM]
11%,-1%,.,CN1CCCN(C(=O)CC2(CC(=O)O)CCCC2)CC1,3,31%,-29%,-5%,2%,?
-44%,.,19%,CCOC(=O)c1c(NC(=O)c2nn(CC)cc2Br)sc2c1CCCCC2,1,28%,-20%,16%,0%,?
23%,9%,11%,Cc1nc2nc(-c3ccco3)[nH]n2c(=O)c1C,-3,18%,?,-26%,-1%,-8%[59 µM]
3%,2%,11%,CC(Oc1ccc2oc(-c3ccccc3)c(C(=O)O)c2c1)C(=O)O (stereo unspecified),1,10%,-23%,-11%,21%,8%[12.7 µM]
0%[11.4 µM],-1%,-18%,CCN(CC)S(=O)(=O)c1ccc(N2CCOCC2)c(NS(=O)(=O)c2ccc(OC)cc2)c1,-2,3%,15%,-1%[11.4 µM],31%,0%
2%,1%,-24%,CC(C)c1ccccc1NC(=O)C(Cc1c[nH]c2ccccc12)NC(=O)OC(C)(C)C (stereo unspecified),-1,25%,-21%,?,1%,12%[59 µM]
13%&26%,-11%&0%,-4%&-1%,O=C(NC1CCC(C(=O)O)CC1)OCc1ccccc1 (stereo unspecified),0&-9&6,27%&9%,12%&0%&0%,6%&-16%,-4%&2%&3%,0%
-24%,17%,.,Cc1ccc(S(=O)(=O)N2CCCCC2)cc1NC(=O)Cn1ncc(Cl)c(Cl)c1=O,?,45%[activator],-7%,-15%,-7%,.
24%,-1%,-1%,O=Cc1c[nH]c2ncccc12,-1,38%,?,-4%,-3%,17%
11%,8%,-16%,CN(c1ccc(OCC(=O)O)cc1)S(=O)(=O)c1ccc2ccccc2c1,-4,40%[activator],-25%,0%,1%,-3%
-23%,9%,-32%,COc1ccccc1NS(=O)(=O)c1cccc(C(=O)N2CCN(Cc3ccc4c(c3)OCO4)CC2)c1,-1,16%,12%,-23%,-2%,-38%

# Single entries from the results shown:
# Under PI4K2A block, O=Cc1c[nH]c2ncccc12 has -1
# Under HP1b chromo inh, CC(C)c1ccccc1NC(=O)C(Cc1c[nH]c2ccccc12)NC(=O)OC(C)(C)C (stereo unspecified) has 25%
# Under RGS4 inh, OCC1(Cc2cccc(C(F)(F)F)c2)CCN(Cc2cc3ccccc3o2)CC1 has -19%
# Under ERG-DNA inh, Cc1ccc(S(=O)(=O)N2CCCCC2)cc1NC(=O)Cn1ncc(Cl)c(Cl)c1=O has 17%
# Under ERG-DNA inh, CN(c1ccc(OCC(=O)O)cc1)S(=O)(=O)c1ccc2ccccc2c1 has 8%
# Under RGS4 inh, CCN(CC)S(=O)(=O)c1ccc(N2CCOCC2)c(NS(=O)(=O)c2ccc(OC)cc2)c1 has 0%[11.4 µM]
